NPR2 activator = human GC-B receptor activators, primary screen, HEK293 GC-B cells, cGMP TR-FRET, EC30 CNP; Atrial natriuretic peptide receptor 2 (Homo sapiens), P20594; 0% at EC30 CNP, 100% saturating CNP; activation, % at 10 µM; 0.11% of 370,000 active; AID 1920062, 2024;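 active = activation at 10 µM reaching about 35% in either raw or pattern-adjusted values, limit read from the data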
ADAM10 inh = human ADAM10 inhibitors, primary screen, biochemical, QFRET, HTS; 0.62% of 370,000 active; AID 720582, 2013; inhibition, % at 7 µM; recombinant ADAM10, EDANS/DABCYL FRET peptide cleavage, 3 h;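 active = inhibition above a per-campaign cutoff equal to the mean of compounds falling between control-based bounds plus 3 SD, cut at about 20% in these data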;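 note: 0% = DMSO wells while the 100% control is not disclosed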
Target sequence (O14672 214-748 limits assumed): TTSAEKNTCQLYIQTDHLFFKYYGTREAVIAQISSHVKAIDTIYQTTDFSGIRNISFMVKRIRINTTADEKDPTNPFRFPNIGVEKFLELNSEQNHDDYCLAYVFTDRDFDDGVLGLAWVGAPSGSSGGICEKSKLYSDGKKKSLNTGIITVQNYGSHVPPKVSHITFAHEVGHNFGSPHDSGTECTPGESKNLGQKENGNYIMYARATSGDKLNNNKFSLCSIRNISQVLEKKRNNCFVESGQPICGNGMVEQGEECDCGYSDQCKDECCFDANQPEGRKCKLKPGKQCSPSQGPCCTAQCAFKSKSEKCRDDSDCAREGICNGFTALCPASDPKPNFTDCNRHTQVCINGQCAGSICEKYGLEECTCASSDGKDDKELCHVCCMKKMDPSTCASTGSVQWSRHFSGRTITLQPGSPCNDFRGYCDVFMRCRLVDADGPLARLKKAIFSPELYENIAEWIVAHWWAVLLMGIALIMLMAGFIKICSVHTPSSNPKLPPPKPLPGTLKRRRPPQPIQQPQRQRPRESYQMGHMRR
rCAG binder = binders of r(CAG) RNA repeats, primary screen, biochemical, fluorescence; AID 651821, 2012; 1.3% of 370,000 active; inhibition, % at 3 µM; r(CAG) RNA repeat, TO-PRO-1 dye displacement fluorescence;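 active = inhibition above the plate cutoff, the mean of all test compounds on that plate plus 3 SD, cut at about 35% in these data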;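 note: 0% = DMSO alone and 100% = 100 µM mitoxantrone as full dye displacement; higher means more dye released from RNA so lower well fluorescence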
ARFGAP1 inhibitor = inhibitors of rat ARFGAP1 GAP activity, primary screen, biochemical, fluorescence polarization, GDP tracer; Arfgap1-stimulated ARF1 GTP hydrolysis, GDP FP detection; 0.26% of 360,000 active; inhibition, % at 16.5 µM; AID 651572, 2012;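 active = inhibition above a per-plate limit, mean inhibition of low control wells plus 3 SD, cut at about 25% in these data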;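 note: 0% = DMSO wells with enzyme and 100% = wells lacking Arfgap1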
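Repeats: one replicate per compound; assay system: rat Arfgap1 catalytic domain, aa 1-136; times: enzyme reaction 120 min at 25 °C after 20 min preincubation; detection: FP of antibody-bound GDP Alexa 633 tracer, ex 620/em 688 nm; benchmarks: high control wells lacking Arfgap1, low control full reaction with DMSO; reagent: human ARF1(Δ1-17)-GTP substrate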
proKLK7 act = proKLK7 zymogen activators, primary screen, biochemical, fluorescence intensity; Kallikrein-7 (Homo sapiens), P49862; purified proKLK7, EDANS-DABCYL substrate fluorescence; 100% is mature enzyme control, 0% vehicle; activation, % at 7 µM; 0.9% of 370,000 active; AID 652039, 2013;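 active = activation above the mean of all tested compounds plus 3 SD, computed per campaign excluding outliers beyond control limits, cut at about 13% in these data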
sPLA2-III inh = human group III sPLA2 inhibitors, primary screen, biochemical, QFRET, BODIPY PC-A2 liposome substrate; Group 3 secretory phospholipase A2 (Homo sapiens), Q9NZ20; QFRET BODIPY PC-A2 liposome hydrolysis, fluorescence; inhibition, % at 12.2 µM; 0.56% of 370,000 active;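 active = inhibition above mean plus 3 SD of compounds lying within the high and low control bounds, cut at about 19% in these data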;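 note: 0% = median of test compound wells and 100% = no enzyme DMSO wells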
Target sequence (Q9NZ20 whole entry, looked up): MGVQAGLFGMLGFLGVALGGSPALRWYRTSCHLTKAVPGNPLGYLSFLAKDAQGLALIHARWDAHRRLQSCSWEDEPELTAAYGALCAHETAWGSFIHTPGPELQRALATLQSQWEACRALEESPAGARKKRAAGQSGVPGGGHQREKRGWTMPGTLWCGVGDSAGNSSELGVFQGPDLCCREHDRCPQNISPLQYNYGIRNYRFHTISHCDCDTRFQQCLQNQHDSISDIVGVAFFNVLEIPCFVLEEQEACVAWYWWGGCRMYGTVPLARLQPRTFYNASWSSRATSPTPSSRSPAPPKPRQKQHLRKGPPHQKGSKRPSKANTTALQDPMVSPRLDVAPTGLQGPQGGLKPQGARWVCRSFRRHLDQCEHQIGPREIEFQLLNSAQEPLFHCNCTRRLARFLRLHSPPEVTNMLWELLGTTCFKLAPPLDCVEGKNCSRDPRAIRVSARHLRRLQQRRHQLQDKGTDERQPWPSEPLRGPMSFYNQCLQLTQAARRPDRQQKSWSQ
ASAP1 inh = inhibitors of human ASAP1 ArfGAP activity, primary screen, biochemical, fluorescence polarization | inhibition, % at 16.5 µM | 0.19% of 360,000 active | ASAP1-stimulated ARF1 GTP hydrolysis, GDP FP detection | AID 624377, 2012; in the data active = inhibition above about 25%;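 note: 0% = vehicle with enzyme and substrate and 100% = no enzyme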
NPR1 activator = GC-A stimulated cGMP production enhancers – HEK293 GC-A cells, cGMP TR-FRET, EC30 ANP, primary screen. Atrial natriuretic peptide receptor 1 (Homo sapiens), P16066. 0% at EC30 ANP, 100% saturating ANP. activation, % at 10 µM. 0.14% of 370,000 active. AID 1671463, 2021; in the data active = activation above about 40%
Tn6 DDE FP = inhibitors of Tn6 peptide binding to fibrin DD(E), primary screen, biochemical, fluorescence polarization, human fibrin, Tn6 probe. Fibrinogen beta chain (Homo sapiens), P02675. Fibrin DD(E) TRITC-Tn6 fluorescence polarization displacement. inhibition, % at 8.3 µM. 0.21% of 370,000 active. AID 720509, 2013;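 active = inhibition above a per-campaign cutoff: mean of compounds within control limits plus 3 SD, cut at about 15% in these data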;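 note: 0% = median of all compound wells on the plate and 100% = blocking peptide control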
FXN GAA850 act = FXN promoter activators, primary screen, cell-based, luciferase luminescence, HEK293 lucGAA850. 0.56% of 360,000 active. activation, % at 6 µM. HEK293 lucGAA850 FXN promoter luciferase reporter, 24 h; percent of 10 µM SAHA response;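 active = activation above the average of all compounds screened plus 3 SD, cutoff fixed separately per campaign, cut at about 7.5% in these data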;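 note: 0% = DMSO wells and 100% = 10 µM SAHA wells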
The depositor's hits bear a star; nt = no result given; & = joins results of further samples.

cpd	mol	FXN GAA850 act	ASAP1 inh	Tn6 DDE FP	NPR2 activator	NPR1 activator	ARFGAP1 inhibitor	proKLK7 act	sPLA2-III inh	ADAM10 inh	rCAG binder
1	Cn1cccc1/C=C1/C(=O)NC(=O)N(Cc2ccc(F)cc2)C1=O	1.6	8	2	-4	0	6	-0.4	-6	1	41*
2	COc1ccccc1C1=NCc2nnc(CSC)n2-c2ccc(Cl)cc21	2.9	5	2	2	-2	0	-0.1	-4	-5	-8
3	Cc1cc(N(CCCl)CCCl)ccc1C=NNC(=O)c1cccnc1	-5.9	9	-4	-4	-3	3	-0.8	11	-13	1
4	Cn1cccc1/C=C1/C(=O)NC(=S)N(Cc2ccc(F)cc2)C1=O	0.3	7	6	-4	-47	9	-0.1	12	-1	74*
5	COC(=O)C1=C(N)OC(C)=C(C(C)=O)C12C(=O)N(C)c1ccccc12 (configuration not stated)	2.7	-6	-3	1	0	5	-0.7	-1	-2	0
6	CC(=O)c1c(O)n(C)c(=S)n(-c2ccccc2)c1=O	2.5	3	-2	-3	8	12	-0.1	8	9	8
7	CS(=O)(=O)N1CCCC(C(=O)N2CCC3(CC2)OCCO3)C1 (configuration not stated)	0.6	-1	7	-1	0	-3	0.0	2	3	0
8	CC(N)Cc1c[nH]c2cc3c(cc12)OCCO3 (configuration not stated)	-3.8	-12	3	-2	-6	6	0.5	14	-16	7
9	CCOC(=O)C1(c2ccccc2)CCN(CC(=O)Nc2ccc(C)cc2)CC1	0.8	1	2	0	-1	10	0.0	-13	3	-7
10	CCN(CC)C(=O)N[C@H]1C[C@@H]2c3cccc4[nH]cc(c34)C[C@H]2N(C)C1	-1.4	13	8	-5	0	0	-0.7	-19	-33	0
11	Cc1c(C(c2ccccc2Cl)c2c(O)c3ccccc3oc2=O)c(=O)n(-c2ccccc2)n1C (configuration not stated)	-0.5	9	-2	3	-5	-1	-0.3	11	-9	14
12	Cc1ccc(-c2nc3ccccc3c(=O)n2-c2ccncc2)cc1	-0.3	9	-6	4	0	9	-0.1	-1	8	-1
13	COc1ccc(NC(=O)c2cn(CCC#N)nc2-c2ccc(OC)c(OC)c2)cc1	-1.2	-5	-2	-2	-1	9	-0.1	2	1	-2
14	N#CC(C#N)=NNc1ccc(S(N)(=O)=O)cc1	0.9	-6	-2	1	-1	-7	-0.1	7	9	67*
15	COc1cccc(NC(=O)[C@@H](NC(=O)N2C[C@H]3C[C@@H](C2)c2cccc(=O)n2C3)C(C)C)c1	-1.0	11	-7	-4	4	-2	-0.3	-3	-6	-1
16	O=C1CN=C(c2ccc(Br)cc2)c2oc3ccccc3c2N1	5.7	-2	0	-4	0	6	0.2	2	3	2
17	O=C(O)c1ccc(Cl)nc1	2.5	-11	4	1	2	-8	-0.7	0	11	4
18	COc1cccc(N(C(C)=O)C2=NCCCS2)c1	-2.9	16	7	-1	-1	5	0.0	5	10	-1
19	CCS(=O)(=O)CCSP(=O)(OC)OC	1.2	9	-5	11	-1	9	-0.2	14	-13	2
20	COC(=O)C1=C(c2ccc(C(C)=O)cc2)C[C@@H]2CC[C@H]1N2C(=O)NCc1ccc(F)cc1	-2.0	-1	-4	-11	-2	-12	-0.2	-2	0	-5

An excerpt from above, reduced to ARFGAP1 inhibitor and FXN GAA850 act:
| # | Structure | ARFGAP1 inhibitor | FXN GAA850 act |
| --- | --- | --- | --- |
| 10 | CCN(CC)C(=O)N[C@H]1C[C@@H]2c3cccc4[nH]cc(c34)C[C@H]2N(C)C1 | 0 | -1.4 |
| 11 | Cc1c(C(c2ccccc2Cl)c2c(O)c3ccccc3oc2=O)c(=O)n(-c2ccccc2)n1C (configuration not stated) | -1 | -0.5 |
| 12 | Cc1ccc(-c2nc3ccccc3c(=O)n2-c2ccncc2)cc1 | 9 | -0.3 |
| 13 | COc1ccc(NC(=O)c2cn(CCC#N)nc2-c2ccc(OC)c(OC)c2)cc1 | 9 | -1.2 |

Next section:
cpd	mol	FXN GAA850 act	ASAP1 inh	Tn6 DDE FP	NPR2 activator	NPR1 activator	ARFGAP1 inhibitor	proKLK7 act	sPLA2-III inh	ADAM10 inh	rCAG binder
21	O=[N+]([O-])c1ccc(N2CCCCC2)c2ncccc12	2.8	1	-2	-2	2	11	0.1	7	-4	2
22	COc1ccc2c(c1)/C(=C/c1cnc[nH]1)C(=O)N2	43*	15	0	-14	-10	-5	-0.1	2	12	3
23	CCN(CC)CCCOC(=O)C(OC(C)C)(c1ccccc1)c1ccccc1	-3.7	-5	0	-14	-20	8	0.0	14	6	-7
24	COc1cc(/C=C/c2nc3ccccc3c(=O)n2-c2ccccc2O)ccc1O	-4.2	1	-3	22	11	-4	7.2	-34	-42	10
25	c1ccc(C(c2ccccc2)c2ccncc2)cc1	-0.3	-7	-7	-10	-18	3	-0.2	-10	2	0
26	O=C(OCCN1CCOCC1)C1(c2ccccc2)CCCC1	-1.7	-6	-6	0	5	11	0.2	4	4	-7
27	CC(Cc1ccccc1)NC(N)=O (configuration not stated)	1.4	7	-1	5	0	-5	0.2	10	3	1
28	CCN1CCN(Cc2cc(OC)c(OC)cc2[N+](=O)[O-])CC1	nt	-14	-3	-2	0	3	0.1	4	-7	-2
29	CN(C)C(=O)Oc1cccc(NC(=O)N2CCOCC2)c1	-1.3	-5	4	2	5	4	-0.4	-3	-17	-1
30	O=CNc1ccc(OP(=O)(Oc2ccccc2)Oc2ccccc2)cc1	-0.8	6	1	-7	-12	-4	0.2	-16	-3	-5
31	Cc1ccc(C(O)(c2ccc(C)c(C)c2)C2CN3CCC2CC3)cc1C (configuration not stated)	-1.6	-5	-3	-12	-57	14	0.1	-10	-1	12
32	O=C1NC(=O)C(CCOc2ccccc2)(CCc2ccccc2)C(=O)N1	0.4	1	2	3	0	11	-0.6	5	0	4
33	CN1C2CCC1/C(=C/c1ccccn1)C(=O)/C2=C\c1ccccn1	-22	-1	6	5	15	4	0.2	18	-1	-4
34	CS(=O)(=O)N1Cc2cc(Br)ccc2-n2nncc2C1	nt	4	-4	1	1	0	0.3	3	4	3
35	O=[N+]([O-])c1[nH]cnc1Br	-2.3	-12	-3	3	1	3	0.1	0	2	1
36	CCC(C)N1C(=O)/C(=C\c2ccc(N3CCCCCC3)cc2)C(=O)NC1=S (configuration not stated)	1.8	-7	7	1	-1	6	0.1	-6	-6	10
37	CCOP(=O)(OCC)C(O)c1ccc2c(c1)OCO2 (configuration not stated)	0.3	-12	-6	8	-9	12	0.4	16	-1	-5
38	CCC1(C(=O)c2ccccc2)C2c3ccccc3OC(=O)C21C(C)=O (configuration not stated)	1.6	-1	2	-3	-6	-5	-0.2	-7	-1	-1
39	COP(=O)(OC)C(NC(=O)/C=C/c1ccccc1)C(Cl)(Cl)Cl (configuration not stated)	1.9	1	-5	0	1	6	0.2	5	-8	0
40	C[C@H]1[C@@H](c2ccccc2)O[C@@H](c2ccccc2Br)N1C	2.4	4	-7	-4	0	5	0.0	-2	3	0

A second format for 2 compounds above:
#25 c1ccc(C(c2ccccc2)c2ccncc2)cc1
#39 COP(=O)(OC)C(NC(=O)/C=C/c1ccccc1)C(Cl)(Cl)Cl (configuration not stated)

| Screen / compound no. | 25 | 39 |
| --- | --- | --- |
| FXN GAA850 act | -0.3 | 1.9 |
| ASAP1 inh | -7 | 1 |
| Tn6 DDE FP | -7 | -5 |
| NPR2 activator | -10 | 0 |
| NPR1 activator | -18 | 1 |
| ARFGAP1 inhibitor | 3 | 6 |
| proKLK7 act | -0.2 | 0.2 |
| sPLA2-III inh | -10 | 5 |
| ADAM10 inh | 2 | -8 |
| rCAG binder | 0 | 0 |

Other entries.
cpd	mol	FXN GAA850 act	ASAP1 inh	Tn6 DDE FP	NPR2 activator	NPR1 activator	ARFGAP1 inhibitor	proKLK7 act	sPLA2-III inh	ADAM10 inh	rCAG binder
41	Cc1ccsc1C(=O)C1CCCN(Cc2cccc(OCCO)c2)C1 (configuration not stated)	-0.5	18	-7	3	-6	-4	-0.2	1	3	-3
42	COC(=O)c1cc2c(s1)=NC=NP=2(N1CCOCC1)N1CCOCC1	0.9&1.8	-7&-5	-7&-3	6&3	-4&1	-21&-6	0.1&0.1	3&2	-43&-24	1&-1
43	CCOC(C(=O)OCCCN(CC)CC)(c1ccccc1)c1ccccc1	-0.1	8	-2	-10	-11	-3	-0.6	3	1	-7
44	c1cc2c(cc1-c1ccc3c(c1)OCO3)CNCc1cnnn1-2	nt	-9	0	-2	3	-5	1.3	-2	-36	3
45	COc1ccc([N+](=O)[O-])cc1N=Cc1c(O)n(CCc2ccccc2)c(=O)n(C(C)C)c1=O	4.2	9	-12	6	1	0	-0.5	9	3	7
46	CC(=O)Nc1cc(C(=O)N2CCC3(CC2)OCCO3)ccc1S(=O)(=O)c1ccc(C)cc1	1.2	1	13	-1	-9	5	-0.7	4	3	2
47	CCCCN1C(=N)C(CC)(CC)C(=O)NC1=O	2.6	3	4	2	0	0	-0.4	3	4	0
48	Cc1cccc(N=Cc2c(O)n(-c3ccccc3C)c(=O)[nH]c2=O)c1	-1.2	6	3	-1	-3	4	-1.7	-2	-7	3
49	O=c1[nH]c2ccccc2n1C1CCN(C(c2ccccc2OC(F)(F)F)c2nnnn2-c2ccc3c(c2)OCCO3)CC1 (configuration not stated)	nt	-2	1	4	-16	11	0.3	-8	33*	12
50	COc1cccc(O)c1CN1CCCC(C(=O)c2sccc2C)C1 (configuration not stated)	-1.7	0	-9	-5	-16	15	-0.1	2	1	-1
51	O=C1NC(=O)C2(Cc3c(nc4ccccn4c3=O)N3CCCCCC32)C(=O)N1Cc1ccccc1 (configuration not stated)	-4.8	0	-10	-6	-10	3	4.0	-10	-28	-2

From PubChem BioAssay

This is a subset; rates above refer to the full screens.
